FBW7 act: activators of human E3 ligase FBW7; Q969H0; normalized activity (activation), % at 26.1 µM; AID 1259310; AlphaScreen FBW7–phospho-cyclin E peptide binding, activator screen; 0.13% of 650,000 active; in the data active = normalized activity above about 1.9%;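 note: purified mutant Fbw7 with reduced substrate affinity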
MITF inh: blocks human microphthalmia-associated transcription factor; O75030; AlphaScreen MITF homodimerization, bead proximity signal; inhibition, % at 2.6 µM; AID 1259374; 0.91% of 650,000 active; in the data active = inhibition above about 50%;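 note: 0% = vehicle wells with protein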
Target sequence (O75030 whole entry, looked up): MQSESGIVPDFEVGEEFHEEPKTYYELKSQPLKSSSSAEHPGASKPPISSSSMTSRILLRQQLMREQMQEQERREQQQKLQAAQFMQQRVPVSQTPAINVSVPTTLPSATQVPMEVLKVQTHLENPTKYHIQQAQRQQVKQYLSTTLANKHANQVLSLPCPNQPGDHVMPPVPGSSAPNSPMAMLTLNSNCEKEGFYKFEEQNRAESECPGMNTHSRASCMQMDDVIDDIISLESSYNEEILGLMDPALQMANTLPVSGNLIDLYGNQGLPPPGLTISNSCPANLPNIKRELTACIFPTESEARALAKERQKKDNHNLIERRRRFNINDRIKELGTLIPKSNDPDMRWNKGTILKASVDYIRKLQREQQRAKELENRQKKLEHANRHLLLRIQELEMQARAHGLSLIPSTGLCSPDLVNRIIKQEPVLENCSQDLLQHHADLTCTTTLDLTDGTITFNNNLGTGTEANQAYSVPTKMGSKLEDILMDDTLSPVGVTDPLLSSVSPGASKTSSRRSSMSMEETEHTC
TEAD-YAP block: TEAD-YAP interaction inhibition; HEK-TIYL cells, TEAD-Gal4/YAP UAS-luciferase luminescence; inhibition, % at 9.12 µM; 1.4% of 640,000 active; AID 1259422; in the data active = inhibition above about 32%;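 note: 0% = median of test compound wells and 100% = reference inhibitor wells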
GPR151 activ: human GPR151 activation; PathHunter beta-arrestin GPR151 cells, luminescence; activation, % at 11.2 µM; 1% of 650,000 active; in the data active = activation above about 4.9%;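 note: 0% = median of compound wells and 100% = cells with positive control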
Target sequence (Q8TDV0 whole entry, looked up): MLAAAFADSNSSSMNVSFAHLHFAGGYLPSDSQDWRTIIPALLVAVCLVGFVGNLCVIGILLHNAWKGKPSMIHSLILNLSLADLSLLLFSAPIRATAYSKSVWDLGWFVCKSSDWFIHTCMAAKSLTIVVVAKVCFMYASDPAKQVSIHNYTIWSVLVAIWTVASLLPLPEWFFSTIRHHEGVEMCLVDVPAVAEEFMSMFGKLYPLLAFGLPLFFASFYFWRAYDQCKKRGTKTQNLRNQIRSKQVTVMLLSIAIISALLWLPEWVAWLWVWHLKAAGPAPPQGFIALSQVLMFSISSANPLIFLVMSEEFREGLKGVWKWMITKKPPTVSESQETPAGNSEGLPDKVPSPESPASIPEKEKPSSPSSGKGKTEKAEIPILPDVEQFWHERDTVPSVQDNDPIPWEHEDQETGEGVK
* hit, by the source's call.

[1] O=C([C@@H]1C[C@H](Sc2ccc(F)cc2)CN1Cc1ccsc1)N1CCOCC1
[2] COc1cc(/C=C2\SC(N)=NC2=O)c([N+](=O)[O-])cc1OC
[3] Cc1ccsc1/C=C(\C#N)C(=O)NC1CCCCC1C (centres undefined)
[4] CCOC(=O)c1sc(NC(=O)COc2cccc(Br)c2)c(C(=O)OCC)c1C
[5] CS(=O)(=O)N(Cc1ccc(C(=O)N/N=C/c2ccccc2F)cc1)c1ccccc1
[6] Cc1noc(C)c1S(=O)(=O)NCC1(c2cccs2)CCOCC1
assay / entry,1,2,3,4,5,6
MITF inh,-2,-7,4,-6,19,13
TEAD-YAP block,-4,2,-25,-4,-6,4
GPR151 activ,-1.2,-0.2,0.0,2.0,-1.0,-1.0
FBW7 act,0.4,-0.6,0.0,-0.1,0.1,0.2

Arranged by molecular weight (ascending): 3 of the compounds above.
[6] Cc1noc(C)c1S(=O)(=O)NCC1(c2cccs2)CCOCC1
[1] O=C([C@@H]1C[C@H](Sc2ccc(F)cc2)CN1Cc1ccsc1)N1CCOCC1
[5] CS(=O)(=O)N(Cc1ccc(C(=O)N/N=C/c2ccccc2F)cc1)c1ccccc1
assay / entry,6,1,5
MITF inh,13,-2,19
TEAD-YAP block,4,-4,-6
GPR151 activ,-1.0,-1.2,-1.0
FBW7 act,0.2,0.4,0.1

Following part:
[7] CCCOc1ccc(C(=O)N/N=C/c2cccc3cccnc23)cc1
[8] Cc1ccc(C)c(-c2csc(=Nc3cccc(C(F)(F)F)c3)n2Cc2ccccc2)c1
[9] Cc1nn(CC(=O)NCCCN2C(C)CCCC2C)c(=O)c2cc3occc3n12 (centres undefined)
[10] COc1cc(NC(=C(C#N)C#N)C(F)(F)C(F)(F)F)cc(OC)c1
[11] CCOC(=O)C(/C(C)=N\NC(=O)c1cccs1)C(C)C (centres undefined)
[12] Cc1cccc(NC(=O)CN(c2cccc([N+](=O)[O-])c2)S(=O)(=O)c2ccccc2)c1
assay / entry,7,8,9,10,11,12
MITF inh,0,-22,9,-11,1,-6
TEAD-YAP block,20,18,0,1,-20,8
GPR151 activ,-1.0,-1.8,0.1,0.8,0.0,4.4
FBW7 act,-0.1,0.3,0.0,-0.2,-0.2,0.8

[13] NC(=O)c1c(NC(=O)C2CC=CCC2C(=O)O)sc2c1CCCCC2 (centres undefined)
[14] COc1ccc(/C=C2\NC(=O)N(Cc3ccc(Cl)cc3)C2=O)cc1I
[15] C=CCNC(=O)COC(=O)c1ccc(O)cc1
[16] COc1ccc(C2OCC3(CO2)SC(N)=NC3=O)cc1 (centres undefined)
[17] COc1ccccc1CN1CCN2C(=O)[C@H](CC(C)C)NC(=O)[C@H]2C1
[18] CCc1c(O)nc(SCC(=O)NC2CCCCC2)n(-c2ccccc2)c1=O
assay / entry,13,14,15,16,17,18
MITF inh,34,-5,-1,-2,-2,-4
TEAD-YAP block,0,14,5,4,6,3
GPR151 activ,-0.2,0.0,0.0,-0.3,-1.4,-1.1
FBW7 act,-0.2,0.0,-0.1,0.1,-0.2,-0.1

[19] O=C(Cn1cnnn1)OCc1cccc([N+](=O)[O-])c1
[20] CCN1CCN(c2nc(Cc3ccccc3)nc3sc4c(c23)CCCC4)CC1
[21] CC(C)CC(c1nnnn1C(C)(C)C)N1CCN(c2ccccc2F)CC1 (centres undefined)
[22] CCCNC(=O)CSc1nnc(C)o1
[23] CCOC(=O)c1c(NC(NC(=O)CC)(C(=O)OC)C(F)(F)F)sc(CC)c1-c1ccccc1 (centres undefined)
[24] CNS(=O)(=O)c1cccc(C(=O)OCc2cc(=O)oc3cc(C)ccc23)c1
assay / entry,19,20,21,22,23,24
MITF inh,12,17,3,13,7,5
TEAD-YAP block,-1,-6,-5,-2,4,0
GPR151 activ,-1.0,1.6,1.0,-0.4,0.0,-1.5
FBW7 act,-0.1,0.1,-0.3,-0.1,0.1,-0.1

Limited to TEAD-YAP block and MITF inh, for some of the entries so far:
| nr | mol | TEAD-YAP block | MITF inh |
| --- | --- | --- | --- |
| 24 | CNS(=O)(=O)c1cccc(C(=O)OCc2cc(=O)oc3cc(C)ccc23)c1 | 0 | 5 |
| 22 | CCCNC(=O)CSc1nnc(C)o1 | -2 | 13 |
| 20 | CCN1CCN(c2nc(Cc3ccccc3)nc3sc4c(c23)CCCC4)CC1 | -6 | 17 |
| 19 | O=C(Cn1cnnn1)OCc1cccc([N+](=O)[O-])c1 | -1 | 12 |
| 21 | CC(C)CC(c1nnnn1C(C)(C)C)N1CCN(c2ccccc2F)CC1 (centres undefined) | -5 | 3 |

The results go on:
[25] CC(C)n1c(-c2ccc(N3CCN(C)CC3)cc2)nc2c(NCCCN3CCCC3=O)ncnc21
[26] O=C(CN1C2=NCCN2c2ccccc21)c1ccc(Cl)c(Cl)c1
[27] Cc1cc(-c2nnc(-c3ccc4c(c3)OCO4)o2)ccc1[N+](=O)[O-]
[28] COc1ccc(C(=O)CSc2nc(O)cc(=O)[nH]2)cc1
[29] O=C1OC(c2cccc(Br)c2)=N/C1=C\c1cccnc1
[30] O=C(c1ccc2nonc2c1)N1CCC2(CC1)OCc1ccccc1O2
assay / entry,25,26,27,28,29,30
MITF inh,8,12,2,6,21,5
TEAD-YAP block,-2,4,-43,-11,-15,5
GPR151 activ,-0.7,-0.5,0.6,1.0,1.1,1.3
FBW7 act,0.0,1.5,-0.2,-0.1,0.4,0.5

[31] O=C(CN1CCNCC1)Nc1ccc([N+](=O)[O-])cc1Cl
[32] CCN1C(=O)c2cccc3c(NC(=O)CCCSc4ccc(F)cc4)ccc1c23
[33] Cn1c(NNC(=O)C(c2ccccc2)c2ccccc2)cc(=O)n(C)c1=O
[34] CCN(CC)Cc1cc(CN[C@H]2C[C@H]3C(=O)N[C@@H](C(C)C)C(=O)N3C2)ccc1OC
[35] c1ccc(Nc2cc(-c3ccnc(Nc4ccccc4)c3)ccn2)cc1
[36] C/C(=N/NS(=O)(=O)c1ccc(C)cc1)c1c(O)c2ccccc2oc1=O
assay / entry,31,32,33,34,35,36
MITF inh,-3,-7,-4,-10,11,9
TEAD-YAP block,2,1,-1,-6,38*,9
GPR151 activ,-0.4,0.8,4.1,0.6,-0.8,5.4*
FBW7 act,-0.1,-0.1,0.3,0.1,-0.1,0.1

[37] O=c1c2sccc2nc(SCc2ccc(Cl)cc2)n1-c1ccc(Cl)cc1
[38] COc1cc(OC)c(OC)cc1CN1CCN(Cc2cc(OC)c(O)c(OC)c2)CC1
[39] O=C(O)CS(=O)(=O)c1ccc(Oc2ccc(S(=O)(=O)CC(=O)O)cc2)cc1
[40] CCOC(=O)C1=C(C)NC(=O)NC1c1cc(I)ccc1OCC (centres undefined)
[41] Cc1sc(NC(=O)C2C3CCC(O3)C2C(=O)O)c(C(N)=O)c1-c1ccc(C(C)C)cc1 (centres undefined)
[42] Cc1onc(-c2ccccc2Cl)c1C1=N/C(=C\c2ccc([N+](=O)[O-])cc2)C(=O)O1
assay / entry,37,38,39,40,41,42
MITF inh,4,60*,11,-14,3,12
TEAD-YAP block,8,-3,4,2,7,4
GPR151 activ,0.5,-0.6,-0.5,-1.9,0.7,0.0
FBW7 act,0.1,-0.3,0.8,0.0,-0.2,0.0

Brought forward from above: two entries, followed by the next part.
[41] Cc1sc(NC(=O)C2C3CCC(O3)C2C(=O)O)c(C(N)=O)c1-c1ccc(C(C)C)cc1 (centres undefined)
[42] Cc1onc(-c2ccccc2Cl)c1C1=N/C(=C\c2ccc([N+](=O)[O-])cc2)C(=O)O1
[43] COc1ccc(NC(=O)Cn2c(=O)n(Cc3ccccc3)c(=O)c3cccnc32)cc1
[44] COc1cc(/C=C/C(=O)OCC(=O)c2c(N)n(C)c(=O)n(C)c2=O)ccc1O
[45] COCC(=O)N(C)C(Cc1ccc(F)cc1)C1CCN(C(=O)Cc2ccn(C)c2)CC1 (centres undefined)
[46] Cc1cnccc1NC(=O)c1cccs1
[47] COc1ccc2cc(C(N)=O)c(=Nc3cccc(C)c3)oc2c1
[48] O=C(O)C1CCCCC1C(=O)N1CCN(c2cccc(Cl)c2)CC1 (centres undefined)
assay / entry,41,42,43,44,45,46,47,48
MITF inh,3,12,1,10,7,-16,-1,11
TEAD-YAP block,7,4,2,-5,-1,3,-4,18
GPR151 activ,0.7,0.0,2.3,-0.3,0.0,0.1,-0.4,-0.2
FBW7 act,-0.2,0.0,-0.2,0.2,0.1,0.1,0.0,0.0

Profiles, looked up by structure:
Entry for `C=CCNC(=O)COC(=O)c1ccc(O)cc1` = MITF inh: -1; TEAD-YAP block: 5; GPR151 activ: 0.0; FBW7 act: -0.1
Entry for `Cc1ccc(C)c(-c2csc(=Nc3cccc(C(F)(F)F)c3)n2Cc2ccccc2)c1` = MITF inh: -22; TEAD-YAP block: 18; GPR151 activ: -1.8; FBW7 act: 0.3

(cont.)
[49] CCCCC(C(=O)Nc1ccccc1Cl)N1C(=O)c2ccccc2C1=O (centres undefined)
[50] CCN1CCN(C(=O)CC(=O)Nc2ccc3nc4n(c(=O)c3c2)CCCCC4)CC1
[51] Cc1ccc(C(=O)NCC2CCCO2)cc1C (centres undefined)
[52] CCOCCCNC(=O)Cn1cc2c(n1)CCC(C)C2 (centres undefined)
[53] C=Cc1nc2c(cnn2-c2ccccc2)c(=O)[nH]1
[54] O=C(NC1CC2CCC1C2)c1ccco1 (centres undefined)
assay / entry,49,50,51,52,53,54
MITF inh,12,-13,3,7,-8,5
TEAD-YAP block,5,-17,-25,2,-8,5
GPR151 activ,0.6,-0.8,-1.6,0.5,-1.2,3.1
FBW7 act,0.1,-0.1,0.1,0.2,-0.1,0.1

[55] Cc1cc(C)c(S(=O)(=O)Nc2cc3c4c(oc3c3ccccc23)CCC(C)C4)c(C)c1 (centres undefined)
[56] CCCC1=NN2C(=N)/C(=C/c3cn(CCOc4ccc(OC)cc4)c4ccccc34)C(=O)N=C2S1
[57] COc1ccccc1CNC(=O)c1oc2ccccc2c1C
[58] COc1ccc(-c2nccc(Cl)n2)cc1
[59] COc1ccc(C(Nc2cccc(C)n2)c2ccc3cccnc3c2O)cc1 (centres undefined)
[60] O=C(N/N=C/c1cccc2ccccc12)c1n[nH]c2c1CCC2
assay / entry,55,56,57,58,59,60
MITF inh,4,8,-7,-2,22,15
TEAD-YAP block,-1,-5,-5,-3,88*,47*
GPR151 activ,2.3,0.9,-1.5,0.7,6.7*,-0.7
FBW7 act,0.0,0.1,-0.2,-0.1,-0.3,0.0

[61] CCOC(=O)c1c(C)oc2c1cc(NS(=O)(=O)c1cccs1)c1ccccc12
[62] CC(Nc1ccc(C(F)(F)F)cc1[N+](=O)[O-])C(=O)N1CCN(c2ccccc2O)CC1 (centres undefined)
[63] N#Cc1cc(N2CCOCC2)c([N+](=O)[O-])cc1C#N
[64] CCc1ccc(NS(=O)(=O)c2ccc(OC)c(I)c2)cc1
[65] C=CCOC(=O)C1=C(C)OC(N)=C(C#N)C1c1ccc(Cl)cc1Cl (centres undefined)
[66] Cc1ccc(N2CCN(Cc3ccccc3)CC2=O)c(C)c1
assay / entry,61,62,63,64,65,66
MITF inh,-7,1,2,5,-9,37
TEAD-YAP block,2,4,0,4,3,0
GPR151 activ,-0.2,0.1,0.6,1.6,0.2,-0.2
FBW7 act,-0.1,-0.1,-0.1,0.1,-0.1,-0.1

[67] CCOC(=O)N1CCc2c(sc3c2C(=O)NC(c2cccc(Cl)c2)N3)C1 (centres undefined)
[68] O=C(CN1N=C(c2ccccc2)CCC1=O)NCc1ccc(F)cc1Cl
[69] CCOC(=O)C1=C(C)N(c2ccccc2)C(=O)/C1=C\c1ccc(OCC)cc1
[70] COc1cc(C(=O)NN)ccc1OCCC(C)C
[71] COC(=O)c1ccsc1NC(=O)c1ccc(Cl)s1
[72] COc1cccc(CCc2nnc(CCC(=O)NCCc3cscn3)o2)c1
assay / entry,67,68,69,70,71,72
MITF inh,11,8,6,-6,-4,-6
TEAD-YAP block,-15,0,3,1,8,-5
GPR151 activ,0.8,-0.6,-1.4,-1.3,1.5,0.6
FBW7 act,0.1,0.0,0.7,0.0,-0.1,0.0

[73] O=C(c1ccccc1)c1ccccc1NC(=O)C1COc2ccccc2O1 (centres undefined)
[74] COCCn1c(=NC(=O)C2CCCN(S(C)(=O)=O)C2)sc2cc(C)c(C)cc21 (centres undefined)
[75] N#Cc1ccccc1NC(=O)CN1C(=O)CN(c2ccc(Br)cc2)C1=O
[76] O=C1N/C(=C/c2c(F)cccc2Cl)C(=O)N1c1ccccc1
[77] C=CCn1c(=NC(=O)C(C)(C)C)sc2cc(S(N)(=O)=O)ccc21
[78] CCOC(=O)C1=C(C)N=c2s/c(=C/c3ccc(Cl)cc3)c(=O)n2C1/C=C/c1ccccc1 (centres undefined)
[79] N#Cc1ccccc1Cn1c(-c2nonc2NC(=O)c2ccccc2)nc2ccccc21
[80] Cc1cccc(N(CC(=O)NC(C)C)C(=O)c2ccc(N3CCCC3)nc2)c1C
assay / entry,73,74,75,76,77,78,79,80
MITF inh,1,12,1,-13,0,-1,4,1
TEAD-YAP block,-9,-6,9,-66,-4,8,-3,-2
GPR151 activ,1.9,3.3,-0.4,-1.8,0.4,1.5,0.5,1.6
FBW7 act,-0.1,0.3,1.0,0.1,0.8,0.0,-0.1,-0.1

Screening data: PubChem BioAssay, The Scripps Research Institute Molecular Screening Center
